Source: PubChem BioAssay (several laboratories)
PMI activator = activators of human PMI, primary screen, biochemical, fluorescence intensity, near-Km mannose 6-phosphate. purified human PMI, coupled resazurin fluorescence, 20 min; active compounds read high; 1 = vehicle control, 0 substrate-free wells. Mannose-6-phosphate isomerase (Homo sapiens), P34949. activation factor at 20 µM. actives 0.005% (n = 190,000);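 active means activation factor of 2 or more at 20 µM, relative to plate controls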
S1P3 antagonist = S1P3 receptor antagonists, primary screen, cell-based | actives 0.27% (n = 170,000) | CHO S1P3 NFAT-BLA reporter, FRET fluorescence, antagonist mode | AID 485, 2006 | inhibition, % at 4.98 µM | Sphingosine 1-phosphate receptor 3 (Homo sapiens), Q99500;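 active means inhibition above the plate cutoff, the mean inhibition of test wells on that plate plus 3 SD, cut at about 28% in these data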;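 further: cells challenged with S1P at its EC80 of 0.8 µM; blue over green emission ratio from cleaved BLA substrate after 4 h stimulation; 0% = S1P-stimulated wells and 100% = unstimulated DMSO-only wells; some compounds past the cut are filed as inactive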
ROMK mod = ROMK potassium channel modulators, primary screen, cell-based, thallium flux, MLSMR library | Tet-inducible ROMK, thallium flux fluorescence; actives lie on both sides | B-score at 10 µM | ATP-sensitive inward rectifier potassium channel 1 (Homo sapiens), P48048 | actives 2% (n = 130,000);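 active means signal ratio slope over the read window, or its plate-corrected B-score, at least 3 SD from the plate mean, either direction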;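 further: B-score of the F/F0 ratio slope over 7 to 12 s after thallium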
Target sequence (P48048 whole entry, looked up): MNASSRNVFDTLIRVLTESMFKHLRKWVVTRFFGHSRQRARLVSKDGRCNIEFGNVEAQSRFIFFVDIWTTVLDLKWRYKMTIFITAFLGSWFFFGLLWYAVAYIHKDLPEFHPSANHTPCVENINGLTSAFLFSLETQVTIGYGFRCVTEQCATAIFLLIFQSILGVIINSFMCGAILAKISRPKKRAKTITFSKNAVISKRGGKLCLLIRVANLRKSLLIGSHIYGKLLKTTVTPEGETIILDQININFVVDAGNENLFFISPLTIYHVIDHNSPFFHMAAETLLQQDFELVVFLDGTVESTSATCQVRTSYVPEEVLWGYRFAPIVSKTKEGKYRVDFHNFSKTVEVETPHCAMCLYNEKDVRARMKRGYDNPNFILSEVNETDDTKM
Diaphorase inh = diaphorase inhibitors and chemical oxidizers, primary screen, counter-screen for diaphorase-coupled primary assays, biochemical, uHTS, resorufin fluorescence; diaphorase resazurin-to-resorufin fluorescence, NADH, 16 min; bacterial (C. kluyveri) enzyme, not human; inhibition, % at 20 µM; actives 0.69% (n = 190,000); AID 1217, 2008;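 active means primary screen inhibition at 20 µM above a set limit, cut at about 50% in these data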;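 further: plate controls were DMSO with full reaction for no effect and wells lacking NADH for full effect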
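Test system: diaphorase enzyme from Clostridium kluyveri; amount: diaphorase at 0.14 U/mL in enzyme working solution; detection: fluorescence of resorufin formed from resazurin, Ex 544/Em 590 nm; times: reaction incubation of 16 min at room temperature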
Diaph act CS = compounds boosting diaphorase resazurin reduction – biochemical, uHTS, resorufin fluorescence, counter-screen for diaphorase-coupled primary assays, primary screen | actives 0.005% (n = 190,000) | Diaphorase/resazurin coupled assay, 16 min; active compounds read high; 1 = vehicle wells, 0 = NADH-free wells | activation factor at 20 µM;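 active means diaphorase activity raised at least twofold by the compound at 20 µM; inactive means activation factor below 2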
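System – purified diaphorase enzyme from Clostridium kluyveri · Input – enzyme 0.07 U/mL final · Also added – final NADH 0.114 mM, resazurin 0.1 mM · Measured by – fluorescence of resorufin, 544 nm excitation, 590 nm emission · Timing – 16 min enzyme reaction, ambient temperature · Measure – resorufin increase flagging diaphorase activators or reducers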
PPARg SRC3 recr = PPARgamma agonists recruiting SRC-3 coactivator, primary screen, biochemical; actives 0.26% (n = 200,000); Peroxisome proliferator-activated receptor gamma (Homo sapiens), P37231; activation, % at 8 µM; biochemical PPARgamma/SRC-3 coactivator recruitment assay; AID 731, 2007; in the data active means activation above about 23%;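 further: 0% = DMSO and 100% = reference agonist; some compounds past the cut are filed as inactive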
Target sequence (P37231 whole entry, looked up): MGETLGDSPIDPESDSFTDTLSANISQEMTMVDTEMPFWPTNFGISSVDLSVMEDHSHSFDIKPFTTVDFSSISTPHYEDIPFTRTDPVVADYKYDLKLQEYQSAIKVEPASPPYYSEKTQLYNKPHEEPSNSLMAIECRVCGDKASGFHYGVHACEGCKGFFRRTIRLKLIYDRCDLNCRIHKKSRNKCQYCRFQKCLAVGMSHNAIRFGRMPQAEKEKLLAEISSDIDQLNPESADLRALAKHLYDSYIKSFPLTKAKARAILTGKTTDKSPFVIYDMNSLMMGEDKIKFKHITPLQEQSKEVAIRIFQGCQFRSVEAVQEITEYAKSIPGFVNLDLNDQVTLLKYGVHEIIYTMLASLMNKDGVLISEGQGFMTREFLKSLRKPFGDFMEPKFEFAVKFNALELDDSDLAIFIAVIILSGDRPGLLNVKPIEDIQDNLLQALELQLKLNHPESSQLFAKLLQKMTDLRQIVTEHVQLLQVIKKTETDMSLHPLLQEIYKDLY
PPARg SRC1 recr = PPARgamma agonists recruiting SRC-1 coactivator, primary screen, biochemical | actives 0.41% (n = 200,000) | activation, % at 8 µM | PPARgamma-SRC-1 coactivator recruitment biochemical assay | Peroxisome proliferator-activated receptor gamma (Homo sapiens), P37231; in the data active means activation above about 19%;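 further: 0% = DMSO and 100% = reference agonist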
PPARg SRC2 recr = agonists of PPARg-SRC-2 recruitment, primary screen, biochemical, HTS | activation, % at 8 µM | actives 0.34% (n = 200,000) | PPARgamma LBD-SRC-2 recruitment | AID 1032, 2008; in the data active means activation above about 22%;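 further: 0% = vehicle and 100% = reference agonist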
PMI act satM6P = human PMI activators, high substrate, primary screen, biochemical, fluorescence intensity, near-saturating mannose 6-phosphate; coupled PMI enzyme assay, resazurin fluorescence, 20 min; active compounds read high; 1 = untreated enzyme, 0 = substrate-free blank; activation factor at 20 µM; Mannose-6-phosphate isomerase (Homo sapiens), P34949; actives 0.34% (n = 190,000);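 active means activation factor of 2 or more at 20 µM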
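Test system: human phosphomannose isomerase with PGI, G6PDH, diaphorase coupling enzymes / Doses: 20 µM compound, 1% DMSO / Times: enzyme reaction with compound 20 min at room temperature / Measured by: Diaphorase-driven resazurin-to-resorufin fluorescence, excitation 544, emission 590 nm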
G6PDH CS = L. mesenteroides G6PDH inhibitors, counter-screen for G6PDH-coupled screening assays, biochemical, Leuconostoc mesenteroides enzyme | glucose-6-phosphate dehydrogenase [Leuconostoc mesenteroides] | Purified L. mesenteroides G6PDH, diaphorase/resazurin coupled fluorescence, 45 min | inhibition, % at 5 µM | actives 0.12% (n = 200,000); in the data active means inhibition above about 50%
SRC2 TRFRET art = TR-FRET signal artefacts, primary screen, artefact control for PPARgamma SRC-2 agonist project, biochemical; TR-FRET artefact counter-screen; active compounds read high; TR-FRET ratio at 8 µM; actives 0.4% (n = 200,000); in the data active means TR-FRET ratio above about 2000; further: inactives centre near 1500
An asterisk follows results filed as active; . = no result given.

Values run as follows: PMI activator	S1P3 antagonist	ROMK mod	Diaphorase inh	Diaph act CS	PPARg SRC3 recr	PPARg SRC1 recr	PPARg SRC2 recr	PMI act satM6P	G6PDH CS	SRC2 TRFRET art
NNC(=O)C(Cc1ccccc1)NC(=O)OCc1ccccc1 (stereo not given)
    1.1	2	0.017	-12	1.1	5	5	3	1.1	-2	1623
CCNc1nc(NCC)nc(N(C)n2cnnc2)n1
    1	1	.	8	0.9	3	-3	6	1	-2	1595
CCOC(=O)c1ccccc1NC(=O)Cc1sc(-c2cccnc2)nc1-c1ccc(C)cc1
    1	16	.	9	0.9	0	-2	-5	1	5	1557
COCCOC(=O)c1c(NC(=O)CN2c3ccccc3CC2C)sc(C(N)=O)c1C (stereo not given)
    0.9	-7	2.2*	32	0.7	1	1	2	0.8	-5	1643
CCNc1ccc(C(=O)NN=C2CCCC2)cc1[N+](=O)[O-]
    0.9	5	-1	21	0.8	3	2	9	0.8	11	1733
Cc1[nH]n(-c2ccccc2)c(=O)c1/C=N\NC(=O)C1COc2ccccc2O1 (stereo not given)
    1	-5	.	18	0.8	-2	6	8	1.2	-3	1537
N#CCCN(C(=O)CSc1nc(-c2ccccc2)cn1N)c1ccc(F)cc1
    1	.	0.34	13	0.9	-8	3	-6	1	3	1463
COC(=O)Nc1nc2c(C)cccc2s1
    1	-9	-1.8	14	0.9	-3	-1	-6	1.1	5	1441
Cc1ccc(-c2n[nH]c(=S)n2-c2ccccc2)cc1
    1.1	.	.	7	0.9	18	10	5	1.1	2	1648
COc1ccc(OC)c(NC(=O)CSc2nc3c(c(=O)n(C)c(=O)n3C)n2C)c1
    1.2	11	-0.95	14	0.9	8	0	11	1.1	5	1366
COc1ccc2c(C)cc(SCC(=O)Nc3ccc(Cl)cn3)nc2c1
    1.2	3	.	3	1	-1	3	-6	1.1	1	1589
CCOC(=O)C1CCN(C(=O)c2ccc3c(SCC(=O)O)c4c(nc3c2)CCCC4)CC1
    1.2	-1	.	11	0.9	4	6	-1	1.1	20	1584
CCC(C(=O)OC)(C(=O)OC)c1ccc([N+](=O)[O-])cc1
    0.9	12	-0.0086	8	0.9	4	4	11	0.9	8	1751
COCCn1nnnc1C(C(C)C)N(Cc1ccccc1)Cc1cc2cc(OC)ccc2[nH]c1=O (stereo not given)
    0.9	9	-0.9	26	0.7	-4	-2	3	1	4	1468
CCc1nnc(NC(=O)c2sc3nc4c(cc3c2N)CCCCC4)s1
    0.9	-4	-0.42	7	0.9	2	4	13	1	-22	1650
Cc1nn(-c2ccccc2)c2sc(C(=O)N3CCOCC3)cc12
    1.1	-25	.	4	1	-5	-6	-1	1.2	6	1444
Cn1c(-c2ccc(F)cc2)cnc1SCC(=O)Nc1ccccc1N1CCOCC1
    1	6	.	16	0.8	1	-3	0	0.9	-22	1558
Cc1ccc(C)c(OCC(=O)Nc2ccc3c(c2)OCO3)c1C
    0.8	8	1	17	0.8	-4	-2	0	0.9	-10	1402
Cc1cc(NC(=O)c2ccc(-c3ccccc3F)o2)no1
    1	-15	-0.36	12	0.9	4	9	5	1	-4	1577
CC1CCCCC1NC(=O)Cn1c(CN2CCCCC2)nc2ccccc2c1=O (stereo not given)
    1	6	.	10	0.9	2	-2	-1	1	4	1408

Retrieved by structure from the entries so far (3):
Values run as follows: PMI activator	S1P3 antagonist	ROMK mod	Diaphorase inh	Diaph act CS	PPARg SRC3 recr	PPARg SRC1 recr	PPARg SRC2 recr	PMI act satM6P	G6PDH CS	SRC2 TRFRET art
Cc1cc(NC(=O)c2ccc(-c3ccccc3F)o2)no1
    1	-15	-0.36	12	0.9	4	9	5	1	-4	1577
CCNc1nc(NCC)nc(N(C)n2cnnc2)n1
    1	1	.	8	0.9	3	-3	6	1	-2	1595
CCOC(=O)c1ccccc1NC(=O)Cc1sc(-c2cccnc2)nc1-c1ccc(C)cc1
    1	16	.	9	0.9	0	-2	-5	1	5	1557

(list continues)
Values run as follows: PMI activator	S1P3 antagonist	ROMK mod	Diaphorase inh	Diaph act CS	PPARg SRC3 recr	PPARg SRC1 recr	PPARg SRC2 recr	PMI act satM6P	G6PDH CS	SRC2 TRFRET art
COC(C(=O)N/N=C(\C)CC(=O)Nc1ccc(Cl)cc1C)c1ccccc1 (stereo not given)
    1	1	0.011	5	1	5	2	-2	1.1	9	1419
CCc1c(C)sc(NC(=O)c2ccco2)c1C(=O)N1CCOCC1
    1	14	-0.017	-6	1.1	0	5	4	1.1	25	1507
COc1ccc(NC(=O)COC(=O)CCCN2C(=O)c3ccccc3C2=O)cc1Cl
    0.9	10	-0.82	24	0.8	2	6	1	0.8	-6	1633
CNS(=O)(=O)c1ccc2c(c1)NC(=O)C1CCCN21 (stereo not given)
    1.2	-9	0.092	8	0.9	0	6	2	1.3	12	1553
CC(C)(C)c1nnc(N/N=C/c2ccccc2)n(N)c1=O
    0.9	-1	-0.35	7	0.9	3	6	4	1	4	1554
COc1ccc(C2C(CC(=O)O)=C(Nc3ccccc3)C(=O)N2c2ccccc2)cc1 (stereo not given)
    1.1	14	0.53	5	0.9	-1	0	3	1	-2	1443
Cc1cccc2[nH]c(SCC(=O)N3CCOCC3)nc12
    1	10	-0.46	17	0.8	-4	4	3	1	22	1717
CC(=O)c1ccccc1NC(=O)COC(=O)c1ccccc1NC(=O)c1ccccc1
    0.9	0	0.41	-1	1	1	6	9	1.1	-30	1498
CCn1nnnc1NCc1cccn1C
    1	8	1.4	8	0.9	0	2	2	1.1	2	1466
Cc1ccc(SCc2nnc(N)s2)cc1
    1.1	.	1.1	4	1	-6	2	7	1.1	2	1646
CCc1cccc(CC)c1NC(=O)c1ccccc1
    1	-17	.	2	1	1	1	4	1	5	1747
O=C(NCC1CCCO1)c1ccc(CS(=O)(=O)Cc2ccc(F)cc2)o1 (stereo not given)
    0.9	4	0.3	12	0.9	-4	1	-3	0.8	6	1409
CCN1CCN(C(c2ccc(OC)c(OC)c2)c2nnnn2C(C)(C)C)CC1 (stereo not given)
    1	-35	.	10	0.9	-4	10	2	1.1	5	1575
CCCCSc1nc(N)c(NC(=O)c2ccco2)c(=O)[nH]1
    1	-34	.	7	0.9	7	13	-3	0.9	-12	1573
CC(C)(C)S(=O)(=O)c1cnc2c(-c3ccc(Cl)cc3)cnn2c1N
    1	.	0.87	3	1	-2	-8	-12	1	2	1324
O=C(NCc1ccc(F)cc1)C(c1ccccc1)N(CC1CCCO1)C(=O)Cn1nnc2ccccc21 (stereo not given)
    1	.	.	9	0.9	2	-2	3	1	-1	1410
O=C(Nc1nccs1)NC1CCCCC1
    1	-21	0.45	4	1	2	4	-1	1	2	1545
CCN(Cc1ccccc1)Cc1cccc([N+](=O)[O-])c1
    1	.	-0.64	8	0.9	-8	-10	-6	1.1	6	1444
Cc1c(Cl)c([N+](=O)[O-])nn1Cc1ccc(C(=O)Nc2ccc(Cl)cn2)o1
    0.9	-8	-0.17	24	0.8	-1	4	-4	1	7	1568
COc1ccc2c(c1)c(CC(=O)Nc1ccc(C)cc1)c(C)n2C(=O)c1ccc(Cl)cc1
    0.9	.	-1.3	21	0.8	6	2	3	0.9	2	1439
CCC(COC(=O)Nc1cccc(C)c1C)NC(=O)OCC(C)C (stereo not given)
    1	-6	.	7	0.9	-7	-4	-8	1	3	1519
O=C1CCCCCN1Cc1nnc(SCc2nc3ccccc3s2)n1-c1ccccn1
    1.1	.	.	7	0.9	-3	-1	-1	1	2	1704
CCN(CC)CCOc1ncnc2c1oc1ccccc12
    1.1	-10	0.14	3	1	-11	-7	-7	1.1	11	1552
Cc1nc(C)c(C(=O)Nc2cccc(C)c2C)o1
    0.8	-18	.	24	0.8	1	1	-5	0.9	8	1489
Clc1ccc(OCc2nc(-c3ccccn3)no2)c(Br)c1
    0.9	25	.	14	0.9	2	0	1	0.9	-16	1373
Cc1c(NC(=O)c2ccco2)cccc1-c1nc2cccnc2s1
    1	-66	.	-10	1.1	-2	1	-3	1.1	14	1746
CC(Cl)C(=O)c1ccc2c(c1)CCN2C(=O)C1CC1 (stereo not given)
    1.3	-5	.	62*	0.4	0	3	14	1.3	6	1626
CCN1CCN(C(=O)/C=C/c2c(F)cccc2Cl)CC1
    1.1	4	0.55	14	0.9	5	-3	12	1	1	1753
CCOc1ccc(NC(=O)CSc2nnc(Cn3c(=O)sc4ccccc43)n2C)cc1
    0.9	-4	.	20	0.8	-1	3	8	0.8	9	1496
Cc1ccc(-c2c(C(=O)NNC(=S)NCC3CCCO3)csc2C)cc1 (stereo not given)
    1.1	-7	0.75	-13	1.1	3	3	2	1.1	3	1599
O=C(NCc1ccccc1)C(c1ccco1)N(C(=O)c1ccccn1)c1ccc(F)cc1 (stereo not given)
    1.1	-19	-0.02	4	1	0	-10	-5	1.1	6	1453
O=C(CSc1nnc(Cc2ccccc2)o1)Nc1ccc2c(c1)OCO2
    1	.	-0.43	0	1	-1	4	-3	1	3	1604
OC(CN1CCOCC1)C12CC3CC(CC(C3)C1)C2 (stereo not given)
    1	-12	0.45	3	1	-5	-3	-9	1	0	1560
COc1ccc(C(C(=O)NC2CCCC2)N(C(=O)c2ccoc2C)c2ccc(C)c(C)c2)cc1 (stereo not given)
    0.8	1	0.014	19	0.8	4	6	10	1	-4	1635
CCOC(=O)c1sc(NC(=O)CCN2CCCCCC2)c(C(=O)OCC)c1C
    1	-6	-0.056	2	1	2	3	9	1.1	6	1849
Cc1ccc(C(=O)C2=C(O)C(=O)N(CCN(C)C)C2c2ccccn2)o1 (stereo not given)
    .	6	.	.	.	9	0	-1	.	.	1293
